CIT2 TOR yeast = modulators of TOR pathway CIT2-GFP in S. cerevisiae; GFP response vs DMSO, % at 10 µM; 320,000 tested, 0.065% active; S. cerevisiae CIT2-GFP strain, flow cytometry, 3 h; 100 means same as DMSO wells;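 active = GFP response relative to DMSO above a set limit, near the screen mean plus 3 SD, cut at about 150% in these data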;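 note: ratio of well median GFP fluorescence to mean of DMSO wells on the plate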
RPL19A-GFP yeast = modulators of TOR pathway RPL19A-GFP in S. cerevisiae; S. cerevisiae RPL19A-GFP strain, flow cytometry, 3 h; active compounds read low; percent response vs DMSO, % at 10 µM; 330,000 tested, 0.3% active; AID 2025;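 active = percent response vs DMSO below 50%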;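 note: median channel GFP fluorescence of the barcoded RPL19A-GFP strain; ratio of sample median GFP to plate DMSO average so 100% = DMSO; lower means less RPL19A-GFP as with rapamycin TOR inhibition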
Efflux pump mplx = antifungal efflux pump inhibition, Nile Red retention. S. cerevisiae Candida pump triplex. inhibition, % at 10 µM. 330,000 tested, 0.44% active;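 active = plate passing quality check with inhibition over a set limit, or well fluorescence over plate mean plus 4 SD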;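 note: Nile Red retained in pooled yeast measured as flow cytometry median fluorescence; 0% = buffer negative control and 100% = Enniatin B positive control; higher means more Nile Red kept so more efflux inhibition; some compounds called inactive have numbers as strong as hits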
AGP1-GFP MLPCN = alters AGP1-GFP fluorescence in TOR pathway yeast screen. S. cerevisiae AGP1-GFP multiplex flow cytometry, 3 h; GFP as percent of DMSO wells. GFP response vs DMSO, % at 10 µM. 320,000 tested, 0.02% active. AID 2066;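 active = GFP response relative to DMSO above a set limit, near screen average plus 3 SD, cut at about 150% in these data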;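 note: median GFP channel fluorescence of the gated AGP1 strain per well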
CR mimetic SO = lowers age-related superoxide in aged yeast cells | AID 2690 | superoxide response (% of plate mean), % at 10 µM | 330,000 tested, 0.18% active | S. cerevisiae aged cells, superoxide DHE fluorescence; active compounds read low;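 active = superoxide response under a set limit, about three screen SD below normal, cut at about 65% in these data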;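 note: yeast aged for seven days with compound at 30 °C before DHE staining; 100% = average MFI of all compound-treated wells on the plate with controls excluded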
MEP2-GFP yeast = alters MEP2-GFP fluorescence in TOR pathway yeast screen. S. cerevisiae MEP2-GFP strain, flow cytometry GFP, 3 h; 100% = DMSO control level. GFP response vs DMSO, % at 10 µM. 330,000 tested, 0.51% active. AID 2016;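 active = GFP response versus DMSO above a set limit, roughly screen mean plus 3 SD, cut at about 180% in these data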;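 note: median GFP fluorescence of the barcode-gated MEP2-GFP cells per well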
LAP4 TOR yeast = alters LAP4-GFP fluorescence in TOR pathway yeast screen. S. cerevisiae LAP4-GFP multiplex, flow cytometry GFP, 3 h; median GFP as percent of DMSO wells. GFP response vs DMSO, % at 10 µM. 320,000 tested, 0.34% active;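 active = GFP response vs DMSO above a set limit, about the screen mean plus 3 SD, cut at about 150% in these data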
AHR activator = activators of human aryl hydrocarbon receptor | 320,000 tested, 2.5% active | P35869 | AID 2796 | AHR-responsive luciferase reporter cells, luminescence | activation, % at 5 µM; in the data active = activation above about 47%;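 note: 0% = vehicle wells and 100% = reference agonist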
Target sequence (P35869 whole entry, looked up): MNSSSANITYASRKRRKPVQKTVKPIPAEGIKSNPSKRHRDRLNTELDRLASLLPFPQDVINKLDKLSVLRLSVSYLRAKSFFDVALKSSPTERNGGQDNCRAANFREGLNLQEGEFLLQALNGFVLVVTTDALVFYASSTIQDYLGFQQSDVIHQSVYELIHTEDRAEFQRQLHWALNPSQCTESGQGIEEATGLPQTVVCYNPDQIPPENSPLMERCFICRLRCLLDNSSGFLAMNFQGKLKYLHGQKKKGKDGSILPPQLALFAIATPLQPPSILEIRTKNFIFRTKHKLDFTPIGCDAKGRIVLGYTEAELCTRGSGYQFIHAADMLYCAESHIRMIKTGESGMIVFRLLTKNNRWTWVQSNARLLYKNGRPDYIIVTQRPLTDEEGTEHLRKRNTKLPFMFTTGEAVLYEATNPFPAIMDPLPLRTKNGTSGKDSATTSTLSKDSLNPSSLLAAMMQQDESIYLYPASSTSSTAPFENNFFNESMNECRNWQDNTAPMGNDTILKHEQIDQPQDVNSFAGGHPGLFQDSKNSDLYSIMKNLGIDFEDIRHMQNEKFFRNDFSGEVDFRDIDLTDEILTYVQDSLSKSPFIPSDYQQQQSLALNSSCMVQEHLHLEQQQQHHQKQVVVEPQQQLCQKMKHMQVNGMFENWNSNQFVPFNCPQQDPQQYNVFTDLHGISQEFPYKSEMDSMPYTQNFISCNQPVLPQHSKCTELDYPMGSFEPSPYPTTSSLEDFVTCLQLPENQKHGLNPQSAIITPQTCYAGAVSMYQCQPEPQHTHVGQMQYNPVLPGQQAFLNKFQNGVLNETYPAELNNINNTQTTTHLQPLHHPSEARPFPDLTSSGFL
* hit, by the source's call; · = no result given.

SMILES | CIT2 TOR yeast | RPL19A-GFP yeast | Efflux pump mplx | AGP1-GFP MLPCN | CR mimetic SO | MEP2-GFP yeast | LAP4 TOR yeast | AHR activator
CCOc1ccc2nc3sc(C(=O)N4CCN(C)CC4)c(N)c3cc2c1 | 100 | 97 | -0.1 | 103 | 108 | 102 | 102 | 4
O=C(Cn1c(CN2CCCCC2)nc2ccccc2c1=O)NC1CCCCC1 | 94 | 97 | 0.0 | 102 | 92 | 102 | 98 | -1
COc1ccc2[nH]cc(C(=O)CCl)c2c1 | 89 | 98 | -0.1 | 98 | 96 | 94 | 123 | 4
C=CCC1(O)C(=O)N2C(=C1C(=O)N1CCOCC1)c1ccccc1CC2(C)C (configuration not stated) | 97 | · | 0.0 | 105 | 119 | 102 | 105 | -3
Cc1cc(C(=O)CN2C(=O)C(=O)N(Cc3ccccc3)C2=O)c(C)n1CC1COc2ccccc2O1 (configuration not stated) | 92 | 92 | 0.1 | 95 | 92 | 94 | 96 | 4
COc1ccc(/C(C)=N/OCC(=O)N=Nc2c(O)[nH]c3ccc(Br)cc23)cc1 | 108 | 106 | -0.4 | 105 | 85 | 110 | 93 | 4
COc1ccc(/C=C/C(=O)NC(=S)Nc2ccc(N3CCN(C(C)=O)CC3)cc2)cc1 | 99 | 104 | -0.1 | 83 | 99 | 106 | 111 | 0
CCCN1CCC(=O)N(CCO)CC1 | 106 | 105 | 0.0 | 93 | 108 | 98 | 126 | -1
Cc1ccc(-c2cc(C(=O)NCc3cccs3)no2)cc1 | 92 | 99 | 0.1 | 101 | 89 | 103 | 103 | 2
Cc1ccccc1-n1nc2c(c1NC(=O)c1cccc(F)c1)CS(=O)C2 (configuration not stated) | 101 | 99 | 0.0 | 104 | 98 | 98 | 102 | 1
O=C(COC(=O)c1ccc([N+](=O)[O-])cc1Cl)NC(=O)c1ccccc1 | 77 | 90 | 0.0 | 90 | 93 | 96 | 91 | 0
Cc1ccc(C)c(NC(=O)CCc2ccc(C)o2)c1 | 96 | 101 | 0.3 | 92 | 109 | 100 | 94 | 1
CCCCn1c(=S)[nH]c2ncccc2c1=O | 115 | 100 | -0.2 | 97 | 109 | 104 | 92 | 0
Cc1ccc(C(=O)Nc2ncc(C)s2)s1 | 104 | 102 | 0.2 | 97 | 90 | 106 | 101 | 1
O=c1ccc(-c2nc3ccccc3n2Cc2ccc(Cl)cc2)c[nH]1 | 100 | 102 | 0.0 | 99 | 105 | 106 | 89 | 1
CC(C)CN(C(=O)CCc1ccccc1Cl)c1c(N)n(Cc2ccccc2)c(=O)[nH]c1=O | 99 | 94 | 0.0 | 109 | 114 | 105 | 104 | 0
CCCn1c(N2CCN(S(=O)(=O)Cc3ccccc3)CC2)nc2ccccc21 | 89 | 100 | 0.1 | 100 | 100 | 100 | 101 | 6
CC(=O)Nc1ccc(NC(=O)CSc2nnc3c4ccccc4n(C)c3n2)cc1 | 92 | 92 | 0.0 | 97 | 104 | 101 | 92 | 1
CS(=O)(=O)N1CCC(C(=O)NCCC2=CCCCC2)CC1 | 92 | 96 | -0.1 | 98 | 113 | 102 | 93 | 0
CCOc1ccc(NC(=O)CN(C)C(=O)CSCc2ccc(C)cc2)cc1OCC | 88 | 88 | -0.1 | 89 | 100 | 86 | 95 | 3
CCCN1Cc2cccc(C(=O)Nc3ccc(-c4nc5ccccc5[nH]4)cc3)c2C1=O | 106 | 102 | -0.1 | 101 | 103 | 105 | 104 | 0
CCN1C(=O)CSC1=Nc1ccc(Cl)c(Cl)c1 | 109 | 98 | -0.1 | 94 | 89 | 105 | 95 | 0
CCOC(=O)c1c(C)[nH]c(C)c1C(=O)CN1C(=O)NC2(CCCCCC2)C1=O | 95 | 97 | -0.1 | 99 | 112 | 97 | 99 | 0
CCOC(=O)Cc1csc(NC(=O)/C=C/c2cccc(Br)c2)n1 | 98 | 99 | 0.3 | 97 | 121 | 106 | 102 | 6
CN1CCN(C(=O)C23CC4CC(C2)CC(c2ccccc2)(C4)C3)CC1 | 106 | 101 | -0.2 | 100 | 80 | 101 | 97 | 0

Some of these compounds in order of the CIT2 TOR yeast value, rising:
structure | CIT2 TOR yeast | RPL19A-GFP yeast | Efflux pump mplx | AGP1-GFP MLPCN | MEP2-GFP yeast | LAP4 TOR yeast | AHR activator
COc1ccc2[nH]cc(C(=O)CCl)c2c1 | 89 | 98 | -0.1 | 98 | 94 | 123 | 4
O=C(Cn1c(CN2CCCCC2)nc2ccccc2c1=O)NC1CCCCC1 | 94 | 97 | 0.0 | 102 | 102 | 98 | -1
CCN1C(=O)CSC1=Nc1ccc(Cl)c(Cl)c1 | 109 | 98 | -0.1 | 94 | 105 | 95 | 0

Next results:
SMILES | CIT2 TOR yeast | RPL19A-GFP yeast | Efflux pump mplx | AGP1-GFP MLPCN | CR mimetic SO | MEP2-GFP yeast | LAP4 TOR yeast | AHR activator
COc1ccc(-n2cccc2/C=C2\C(=N)N3N=C(C(C)C)SC3=NC2=O)cc1 | 100 | 102 | 0.0 | 100 | 98 | 109 | 82 | 11
CCc1ccc2[nH]c(=O)c(CN(Cc3ccco3)C(=S)NCC3CCCO3)cc2c1 (configuration not stated) | 97 | 96 | -0.1 | 100 | 97 | 96 | 97 | 3
Cc1cccc(NC(=O)Nc2cccc(Oc3c(F)c(F)c(F)c(F)c3F)c2)c1 | 102 | 95 | -0.1 | 103 | 95 | 103 | 100 | 16
COc1ccc(C(=O)Nc2cc(C(=O)c3ccccc3)c(C)oc2=O)cc1 | · | 100 | -0.1 | 99 | 106 | 97 | 91 | 3
CCc1cccc(NC(=O)CC2SC(N3CCCC3)=NC2=O)c1 (configuration not stated) | 87 | 93 | -0.2 | 96 | 105 | 89 | 96 | 6
COc1cc(CN(C)Cc2cc(=O)n3ccsc3n2)ccc1OC(F)F | 105 | 100 | -0.1 | 106 | 101 | 98 | 108 | 7
CCOc1ccc(NC(=O)/C(=C\c2ccc(OC(C)=O)c(OC)c2)NC(C)=O)cc1 | 116 | 108 | -0.1 | 109 | 87 | 109 | 104 | 1
COc1ccccc1CNC(=O)COC(=O)c1nc(Cl)ccc1Cl | 87 | 100 | 0.1 | 96 | 107 | 100 | 99 | 3
FC(F)(F)c1cc(-c2cccs2)nc(-n2cc(Br)cn2)n1 | 100 | 99 | -0.1 | · | 99 | 103 | 103 | 50*
CC(=O)c1ccccc1NC(=O)COC(=O)Cc1cccc(C(F)(F)F)c1 | 99 | 102 | -0.1 | 102 | 97 | 100 | 99 | 0
Cc1cc(C)cc(C(=O)NCC(=O)N2CCN(C(c3ccccc3)c3ccccc3)CC2)c1 | 106 | 104 | 0.0 | 104 | 103 | 109 | 98 | 2
O=C(CCn1c(=S)[nH]c2cc3c(cc2c1=O)OCO3)N1CCc2ccccc2C1 | 88 | 95 | 0.2 | 103 | 95 | 91 | 78 | 12
COC(=O)C1=C(C)N(CC2CC2)C(=NCc2cccc(Cl)c2)N[C@H]1c1ccccc1 | 89 | 100 | -0.1 | 87 | 94 | 97 | 106 | 0
COc1ccc(Nc2ncc3c(n2)CC(c2ccc(C)cc2)CC3=O)cc1 (configuration not stated) | 97 | 98 | 0.0 | 96 | 98 | 100 | 101 | 3
CCOc1ccc(OCCSc2ccc(S(=O)(=O)N3CCN(C)CC3)cn2)cc1 | 84 | 90 | 0.1 | 87 | 92 | 90 | 91 | 2
CS(=O)(=O)N(CC(=O)NCC1CCCO1)c1cc(Cl)cc(Cl)c1 (configuration not stated) | 113 | 104 | -0.1 | 105 | 92 | 107 | 102 | 0
COc1ccc(CNCc2cccc(Cl)c2)cc1 | 90 | 95 | 0.0 | 118 | 99 | 91 | 104 | 4
O=C(COc1ccc2ccc(=O)oc2c1)NCC(O)c1ccccc1 (configuration not stated) | 99 | 102 | 0.1 | 103 | 95 | 103 | 100 | 1
COc1cc(OC)cc(C2=NCCN2)c1 | 88 | 92 | 0.0 | 102 | 97 | 94 | 96 | 4
Cn1cc(/C=C(\C#N)C(=O)Nc2ccccc2O)c2ccccc21 | 110 | 95 | 0.1 | 109 | 91 | 102 | 127 | 14
CC1(C)NC(=O)N(CCCCOc2ccc3ccccc3c2Cl)C1=O | · | 103 | -0.1 | 104 | 108 | 108 | 101 | 9
C/C(=N\NC(=O)Cc1c(Cl)cccc1Cl)c1cccnc1 | 84 | 113 | -0.1 | 102 | 104 | 112 | 76 | ·
Cc1cccc(C)c1NC(=O)CNc1ncnc2sc(C)c(C)c12 | 97 | 101 | 0.1 | 102 | 108 | 106 | 100 | 2
Cc1ccc(S(=O)(=O)N2CCN(C(=O)CCc3c[nH]c4ccccc34)CC2)c(C)c1 | 97 | 99 | 0.1 | 104 | 113 | 104 | 105 | 17
Cc1ccc(NC(=O)c2ccc(OCc3c(C)noc3C)cc2)c(C)c1 | 96 | 101 | 0.2 | 99 | 117 | 100 | 109 | -4
SMILES | CIT2 TOR yeast | RPL19A-GFP yeast | Efflux pump mplx | AGP1-GFP MLPCN | CR mimetic SO | MEP2-GFP yeast | LAP4 TOR yeast | AHR activator
NC(=O)c1ccc(SCC(=O)OCC(=O)NC2CCCCCCC2)c([N+](=O)[O-])c1 | 102 | 98 | 0.2 | 111 | 87 | 104 | 102 | 7
CC(C)OCCCNC(=S)Nc1ccc2nc3n(c(=O)c2c1)CCCCC3 | 89 | 93 | 0.1 | 92 | 105 | 91 | 92 | 2
Cc1nc2c(S(=O)(=O)c3ccccc3)cnn2c(C)c1C | 100 | 98 | -0.1 | 109 | 100 | 98 | 101 | 0
Cc1ccc(S(=O)(=O)CC(=O)Nc2ccc(Cl)cn2)cc1 | 90 | 97 | 0.1 | 97 | 125 | 95 | 98 | 0
CN(C)S(=O)(=O)c1cccc(NC(=O)c2cc(=O)[nH]c(=O)[nH]2)c1 | 97 | 103 | 1.7 | 99 | 111 | 90 | 92 | -1
O=C(Cn1cc([N+](=O)[O-])cn1)N1CCc2ccccc21 | 93 | 98 | 0.1 | 96 | 119 | 92 | 93 | 11
CC(O)CNCc1ccc(-c2ccccc2)cc1 (configuration not stated) | 101 | 97 | 0.1 | 97 | 101 | 106 | 99 | 1
Cc1ccc(C)c(CN2C(=O)COc3ccccc32)c1 | 95 | 101 | 0.4 | 102 | 84 | 98 | 90 | -1
CSC(=NC#N)N1CCN(C(c2ccccc2)c2ccccc2)CC1 | 103 | 104 | 0.3 | 99 | 98 | 103 | 88 | 7
COC(=O)C1CCN(S(=O)(=O)CCNC(=O)c2ccc3c(c2)OCO3)CC1 | 98 | 102 | -0.1 | 114 | 104 | 99 | 127 | 4
Cc1c2c(nc3c(C(=O)NC4CCCCC4C)cnn13)CCCC2 (configuration not stated) | 98 | 102 | 0.2 | 96 | 78 | 104 | 109 | 2
COC(=O)C1CCN(C(=O)COC(=O)c2ccc(=O)n(Cc3ccccc3)n2)CC1 | 99 | 98 | 0.0 | 114 | 87 | 91 | 110 | -2
CC(C)Oc1ccc(C(=O)O)c(C(=O)O)c1 | 95 | · | 0.9 | 90 | 99 | 95 | 92 | -4
Cc1cccc(NC(=O)CCc2nnc3ccc(N4CCC(C)CC4)nn23)n1 | 108 | 99 | 0.0 | 102 | 85 | 113 | 103 | 0
Cc1c(CCO)c(=O)n(-c2ccccc2)n1S(=O)(=O)c1c(Cl)cc(Cl)cc1Cl | 85 | 93 | 0.4 | 89 | 89 | 81 | · | 11
COc1ccccc1C(=O)NCCC(=O)NCc1ccncc1 | 107 | 100 | 0.1 | 107 | 102 | 109 | 110 | 5
COc1ccc(OC)c(NC(=O)CSc2nnc3ccc(-c4ccncc4)nn23)c1 | 94 | 94 | -0.1 | 97 | 91 | 111 | 102 | 3
COc1ccccc1CNC(=O)COC(=O)c1ccc(N2CCCC2=O)cc1 | 94 | 91 | -0.1 | 93 | 114 | 93 | 90 | 7
Nc1nnc(SCC(=O)OCC(=O)c2ccccc2)s1 | 104 | 105 | 0.3 | 99 | 107 | 106 | 99 | 2
CC(=O)c1ccc(N2C(=O)NC3(CCCCC3)C2=O)cc1 | 96 | 102 | 0.0 | 103 | 96 | 99 | 105 | 7

Assay outcomes: PubChem, several laboratories

Random draw from the library; any-hit rate near 3.9%.
